GPT2 inhibitor: Primary qHTS assay for inhibitors of Glutamate pyruvate transaminase 2 (GPT2). Alanine aminotransferase 2 (Homo sapiens), Q8TD30. 100,000 compounds, 0.25% hits. Potency, µM (titrated, usually from 57.7 µM), for the others: at the highest dose activity change, negative = inhibition, usual class: inhibitors. Recombinant GPT2, coupled pyruvate oxidase/HRP Amplex Red fluorescence. AID 1671188, 2021; further: potency means the concentration at half of the fitted maximal effect; nearly all actives have a fitted effect of over 60% in size; many of its hits are not listed in these tables
Target sequence (Q8TD30 whole entry, looked up): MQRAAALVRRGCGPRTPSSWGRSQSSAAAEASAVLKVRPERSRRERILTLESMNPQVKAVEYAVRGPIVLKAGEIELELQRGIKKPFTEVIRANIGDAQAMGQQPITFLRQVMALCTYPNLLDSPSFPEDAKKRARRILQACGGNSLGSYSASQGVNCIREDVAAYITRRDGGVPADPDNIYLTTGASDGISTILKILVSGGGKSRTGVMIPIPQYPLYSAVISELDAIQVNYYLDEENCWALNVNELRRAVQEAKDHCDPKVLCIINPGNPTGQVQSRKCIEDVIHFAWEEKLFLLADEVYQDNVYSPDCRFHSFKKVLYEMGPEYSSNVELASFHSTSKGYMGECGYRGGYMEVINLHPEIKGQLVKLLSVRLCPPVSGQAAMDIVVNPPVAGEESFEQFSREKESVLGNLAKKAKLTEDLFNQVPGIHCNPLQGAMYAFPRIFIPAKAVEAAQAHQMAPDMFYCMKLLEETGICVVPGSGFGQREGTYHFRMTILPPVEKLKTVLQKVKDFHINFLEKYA
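Fluorescence read-out: pyruvate from GPT2 turnover coupled to pyruvate oxidase, HRP and Amplex Red (0.2mM ThPP, 0.2U/mL PO and HRP, 50uM Amplex final). Substrates 250uM a-KG, 2mM L-alanine; enzyme 10ng/uL; 30 min RT.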
3T3 cytotox: Cytotoxic Profiling in NIH 3T3 Cell Line of Diverse Libraries Using Quantitative High-Throughput Screening; AID 1345082, 2018; Potency, µM (doses to about 96.7 µM), inactives show at the top dose activity change, negative = cytotoxicity, actives largely listed as inhibitors; NIH 3T3 viability, CellTiter-Glo ATP luminescence, 48-72 h; 94,000 compounds, 4.3% hits; further: potency means the concentration at half of the fitted maximal effect; nearly all actives have a fitted effect of over 55% in size
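NIH 3T3 cells at 400 cells/well received 23 nL of compound by pintool and were incubated 48 or 72 h at 37 °C. Viability was read as ATP-coupled CellTiter-Glo luminescence.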
SNCA expr inhib: Primary qHTS assay for inhibitors of alpha-synuclein gene (SNCA) expression; HEK-293 SNCA-luciferase knock-in, luminescence, 24 h; 140,000 compounds, 0.17% hits; Potency, µM (top dose mostly 57.2 µM), without a hit: at the top dose activity change, negative = inhibition, actives largely listed as inhibitors;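 further: potency means the concentration at half of the fitted maximal effect; plate controls were DMSO cells for no effect and cell-free wells for full effect; nearly all actives have a fitted effect of over 45% in size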
Luciferase inh: Firefly luciferase inhibition profiling of diverse chemical library using quantitative high-throughput screening. 76,000 compounds, 2.5% hits. Luciferin 4-monooxygenase (Photinus pyralis), P08659. purified P. pyralis luciferase, luminescence, biochemical. AID 1347043, 2019. Potency, µM (titrated, usually from 115 µM), without a hit: top-dose activity change, negative = inhibition, hits mostly inhibitors; further: potency means the concentration at half of the fitted maximal effect; nearly all actives have a fitted effect of over 65% in size
Target sequence (P08659 whole entry, looked up): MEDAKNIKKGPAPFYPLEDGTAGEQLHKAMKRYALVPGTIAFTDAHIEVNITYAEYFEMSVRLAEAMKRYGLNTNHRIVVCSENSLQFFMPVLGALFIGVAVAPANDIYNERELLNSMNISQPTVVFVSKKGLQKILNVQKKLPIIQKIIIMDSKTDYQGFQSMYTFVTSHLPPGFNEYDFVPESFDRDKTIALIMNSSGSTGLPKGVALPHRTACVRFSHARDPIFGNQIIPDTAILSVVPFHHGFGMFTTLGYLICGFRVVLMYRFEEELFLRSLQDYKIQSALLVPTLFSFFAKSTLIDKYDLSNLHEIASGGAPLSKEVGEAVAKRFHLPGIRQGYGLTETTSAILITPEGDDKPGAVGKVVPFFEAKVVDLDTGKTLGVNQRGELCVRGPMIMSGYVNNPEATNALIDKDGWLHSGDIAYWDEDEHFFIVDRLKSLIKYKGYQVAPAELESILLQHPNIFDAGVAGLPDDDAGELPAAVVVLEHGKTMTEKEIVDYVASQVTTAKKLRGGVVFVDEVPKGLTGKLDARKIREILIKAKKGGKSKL
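FLuc 10nM, D-luciferin 10uM, ATP 10uM, Mg acetate 10mM, Tris acetate pH 7.5, Tween/BSA; cpd qHTS; enzyme added last; CCD luminescence.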
HEK293 tox: Cytotoxic Profiling in HEK 293 Cell Line of Diverse Libraries Using Quantitative High-Throughput Screening. HEK 293 viability, ATP luminescence (CellTiter-Glo), 48-72 h. 94,000 compounds, 6.6% hits. Potency, µM (series often up to 115 µM), without a hit: at the top dose activity change, negative = cytotoxicity, hits mostly inhibitors; further: potency means the concentration at half of the fitted maximal effect; nearly all actives have a fitted effect of over 60% in size
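Cells seeded first (HEK 293, 250 cells/well), then compound added by pintool. Incubation ran 48 or 72 hr at 37 degree Celsius. CellTiter-Glo was added and luminescence imaged after 10 min at room temperature.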
IP6K1 inh: Primary qHTS assay for small molecule inhibitors of Inositol hexaphosphate kinase 1 (IP6K1) | IP6K1 kinase, ADP-Glo luminescence, 2 h; active compounds read low | activity change, % (series mostly up to about 58 µM) | 140,000 compounds, 0.81% hits | AID 1645851, 2021; in the data active means activity change below about -25%
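ADP-Glo luminescence measures ADP made by human IP6K1 during a 2 h RT reaction with ATP/IP6 (mix at 1.3 mM/130 uM); top library doses 57.5 and 19.1 uM final.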
SNCA viab count: GF-AFC viability counterscreen for inhibitors of alpha-synuclein gene (SNCA) expression | HEK-293-SNCA-luc viability, GF-AFC fluorescence, 24 h | Potency, µM (series often up to 57.1 µM), inactives show at the highest dose activity change, negative = cytotoxicity, hits mostly cytotoxic | 150,000 compounds, 0.12% hits | AID 1671193, 2021;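 further: potency means the concentration at half of the fitted maximal effect; 0% = DMSO-treated cells and -100% = medium-only wells without cells; nearly all actives have a fitted effect of over 30% in size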
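HEK-293-SNCA-luc cells (1500/well) plated 24 h, then exposed 24 h to a dilution series; GF-AFC added 30 min at 37C, fluorescence 405/540 nm; normalised to medium-only and DMSO wells, Hill fit.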
The depositor's hits bear a star; i = inactive; ? = inconclusive; / = not tested or not shown; [ ] = another dose, or the depositor's remark. Unless noted, the call rests on the fitted dose curve; in most records, active means well fitted curve in the direction sought with a large enough effect; inconclusive means small, poorly fitted or top-dose-only effect, or another doubt; inactive means no such curve, though single readings can be large; an effect the other way counts as inactive or inconclusive. Unless noted, on the % scale 0 is the no-effect control and ±100 the full control effect. Only part of the results is shown; rates above refer to the full screens.

| Structure | GPT2 inhibitor | 3T3 cytotox | SNCA expr inhib | Luciferase inh | HEK293 tox | IP6K1 inh | SNCA viab count |
| --- | --- | --- | --- | --- | --- | --- | --- |
| Cc1onc(-c2cnn(C)c2NCCc2ccccc2)c1C(=O)N1CCC(c2ccccc2)CC1 | 1% | ? | -14% | -1% | ? | -2 | -13% |
| O=C(Cc1c[nH]c2ccccc12)NCC12CCC=C1N(CC1CC1)C(=O)CC2 (stereo not drawn) | i | -17% | 10% | 0% | -8% | 12 | -14% |
| O=C(NCCNC(=O)c1ccc(Cl)nc1)c1ccc(-c2cccc(C(F)(F)F)c2)cc1 | / | ? | / | / | ? | 2 | / |
| O=C(CC1CCOC2(CCN(C(=O)c3ccccc3)CC2)C1)N1CCCC1 (stereo not drawn) | -1% | -16% | -2% | 0% | -9% | -3 | -1% |
| O=[S+]([O-])(c1ccccc1)N1CC2(CCCN2C2COC2)Cc2ccccc21 (stereo not drawn) | 0% | -2% | -4% | / | -10% | 3 | -9% |
| Cn1c(=O)n(C)c2cc(CNCc3ccccc3Cl)ccc21 | / | / | ? | / | / | -1 | -9% |
| CCNC(=O)C1CCN(C(=O)c2ccc3nc(-c4ccccc4)cn3c2)C1 (stereo not drawn) | 2% | i | 64%[activator] | 35µM* | -2% | -1 | -3% |
| COc1ccc(CN2Cc3[nH]cnc3C[C@H]2C(=O)N2CCC(Cc3ccccc3)CC2)cc1 | 3% | 18µM* | -2% | -12% | 79µM* | 11 | -13% |
| COCCCNC(=O)N1CCC(Cc2noc(-c3ccncc3)n2)C1 (stereo not drawn) | i | -19% | 52%[activator] | -1% | -4% | -5 | -6% |
| CC(C)NC(=O)COc1cccc(-c2nc(Nc3ccc4[nH]ncc4c3)c3ccccc3n2)c1 | i | / | / | / | / | -9 | ? |
| COc1c2c(c(C)c3c1C(=O)OC3)OC1(C)CC(O)C34OC(OC)(OC3(C)C)C(O)CC4(C)C1C2 (stereo not drawn) | 1%[27.3 µM] | / | / | / | / | -2 | -4%[23.9 µM] |
| COc1cccc(C(=O)N2CCC[C@H]2c2nc(-c3ccc(F)cc3)no2)c1 | 2% | -17% | 14% | 8% | ? | 3 | -8% |
| Cc1noc(-c2nc(-c3ccc(Cl)cc3)no2)n1 | i | 2% | 78%[activator] | -16% | ? | 9 | 5% |
| O=C(N[C@@H]1CN(c2ncccn2)C[C@H]1CO)c1nccc2ccccc12 | i | -10% | 29% | -6% | -42% | 14 | 6% |
| COc1cc2c(cc1OC)CC(=O)N(CCCN(C)C[C@H]1Cc3cc(OC)c(OC)cc31)CC2 | i | / | 7% | / | / | / | 0% |
| CN1CCCN(C(=O)C2CCOCC2)c2ccccc21 | -7% | i | 30% | 2% | 2% | -2 | 7% |
| CCOc1ccccc1Nc1ncnc2c1cnn2-c1ccc(C)cc1 | / | / | 174%[activator] | / | / | 20 | 5% |
| CCOC(=O)C1CCN(c2cc3c(cc2NC(=O)c2ccc(OC)c(OC)c2)n(C)c(=O)n3C)CC1 | / | / | 26% | / | / | 5 | -2% |
| Cc1nc2c(c(-c3ccc(O)cc3)n1)CN(Cc1ccc(N(C)C)cc1)CCC2 | i | ? | 7% | -3% | ? | 29 | 12% |
| Cc1ncsc1CN1CC(N(Cc2ccccc2)C2CCOCC2)C1 | -15% | -19% | -1% | 6% | -15% | 15 | -3% |
| COc1c2c(c(C)c3c1C(=O)OC3)OC1(C)CC(O)C34OC(OC)(CC(OC(C)=O)C3(C)C1C2)OC4(C)C (stereo not drawn) | i | / | / | / | / | -3 | 6%[23.9 µM] |
| COC(=O)Cn1c(=O)c2cccn2c2cccnc21 | / | / | 4% | / | / | -14 | 13% |
| CCNC(=O)NC[C@@H]1C=C(C)[C@H](CC(=O)NCCN(C)C)C[C@H]1C(C)C | i | i | -16%[87.6 µM] | -1%[172 µM] | i | 16 | 2%[87.6 µM] |
| COC(=O)c1cc2occc2n1Cc1nc(-c2cccc(Br)c2)oc1C | / | / | 29% | / | / | 15 | -5% |
| COc1cccc(CN2CCC3(CC2)C(OC)CN3c2cccc(F)c2)n1 (stereo not drawn) | i | ? | -5% | -2% | ? | 2 | 3% |
| COCc1noc([C@@H]2CN(S(=O)(=O)c3ccc(C#N)cc3)C[C@H]2C(N)=O)n1 | i | -6% | -7% | 2% | 1% | 25 | 4% |
| COCCn1c(SCC(=O)c2cc(C)ccc2C)nc2cc(C(=O)NC3CCCC3)ccc2c1=O | / | / | 21% | / | / | -13 | 13% |
| CCc1nc(-c2c3n(c(=O)n(CC(=O)NCCc4ccccc4)c2=O)CCCC3)no1 | -6% | i | 39%[activator] | 1% | -1% | 12 | -5% |
| Cc1ccc(NC(=O)Nc2ccc3nc(N4CCN(C)CC4)cc(C)c3c2)cc1F | / | / | 107%[activator] | / | / | 8 | 0% |
| CCN1c2cc(C(=O)NCc3ccc(C(C)C)cc3)ccc2C(=O)N2CCCCCC21 (stereo not drawn) | -8% | ? | ? | -10% | ? | -17 | 3%[12.5 µM] |
| COc1cccc(OC(=O)CSc2nnc(-c3cccs3)o2)c1 | / | / | -9% | / | / | 15 | 18% |
| COC(=O)c1cc2oc3ccccc3c2n1CC(=O)Nc1ccc(F)c(Cl)c1 | / | / | 28% | / | / | -10 | 1% |
| OC1(c2csc(CN3CCOCC3)n2)CCN(Cc2ccccc2C(F)(F)F)CC1 | i | -12% | -15% | -3% | -15% | 9 | 2% |
| NC(=O)CCCCC1CCSS1 (stereo not drawn) | i | / | 17%[25.6 µM] | / | / | 4 | -17%[23.9 µM] |
| COc1ccc(CNc2ncnc3c2cnn3-c2ccc(C)c(C)c2)cc1 | / | / | 43%[activator] | / | / | 5 | 13% |
| CCOc1ccc(-c2cc(C(=O)Oc3ccc(C#N)cc3)no2)cc1 | / | / | -3% | / | / | -27* | 10% |
| Fc1ccc(Nc2nc(SCc3ccccc3Cl)nc3ccccc23)cc1 | / | / | ? | / | / | 8 | -4% |
| O=C(CN1CC2CC(C1)[C@H]1CCCC(=O)N1C2)NCCCN1CCc2ccccc2C1 (stereo partly drawn) | -2% | -8% | -17% | 3% | -15% | 38 | 7% |
| COc1ccc(C)cc1NC(=O)CN(C)S(=O)(=O)c1ccc2c(c1)c(=O)n(C)c(=O)n2C | / | / | ? | / | / | -10 | 1% |
| CCCNC(=O)C1CCN(C(=O)N2CC(C)Oc3ccccc32)CC1 (stereo not drawn) | / | / | 22% | / | / | -4 | 1% |

Entries of single compounds, quoted from the list. Screens in order: GPT2 inhibitor | 3T3 cytotox | SNCA expr inhib | Luciferase inh | HEK293 tox | IP6K1 inh | SNCA viab count
Profile of COc1cccc(OC(=O)CSc2nnc(-c3cccs3)o2)c1 : / | / | -9% | / | / | 15 | 18%
Profile of NC(=O)CCCCC1CCSS1 (stereo not drawn) : i | / | 17%[25.6 µM] | / | / | 4 | -17%[23.9 µM]

Next section.
| Structure | GPT2 inhibitor | 3T3 cytotox | SNCA expr inhib | Luciferase inh | HEK293 tox | IP6K1 inh | SNCA viab count |
| --- | --- | --- | --- | --- | --- | --- | --- |
| CCCOc1cccc(C(=O)Nc2cccc3cccnc23)c1 | / | / | 45%[activator] | / | / | -20 | 6% |
| O=C(CC[C@@H]1CNC(=O)[C@@H]2C[C@H](NC(=O)Nc3ccc(F)cc3F)CN12)NC1CC1 | 3%[88.5 µM] | -27%[174 µM] | 9%[87.6 µM] | -20%[172 µM] | i | -1 | 4%[87.6 µM] |
| O=C(CSCc1cnn(-c2ccccc2)c1-n1cccc1)NCc1cccc(Cl)c1 | / | / | ? | / | / | 34 | -16% |
| CC(C)NC(=O)c1cn2cc(-c3ccccc3)sc2n1 | i | ? | 14%[87.6 µM] | / | 71µM* | -13 | -9%[87.6 µM] |
| N[C@@H]1CC[C@H](C(=O)N2CCN(Cc3cccc(C(F)(F)F)c3)CC2)C1 | 0% | -29% | 10% | 0% | ? | 4 | 5% |
| O=C1c2[nH]nc(-c3ccccc3O)c2C(c2cccc(Cl)c2)N1Cc1cccnc1 (stereo not drawn) | / | / | ? | / | / | 28 | ? |
| CC(C)CN1CCC(O)(c2csc(CN(C)Cc3cccnc3)n2)CC1 | 0%[88.5 µM] | -7%[174 µM] | -7%[87.6 µM] | 4%[172 µM] | 0%[172 µM] | 5 | 0%[87.6 µM] |
| CCN1CCN(c2ncnc3c2cnn3-c2cc(Cl)ccc2C)CC1 | / | / | 3% | / | / | 46 | -29% |
| CC(C)S(=O)(=O)N1CCC(Oc2ncccc2C(=O)N(C)C)C1 (stereo not drawn) | -7% | i | ? | 0% | -2% | 8 | 14% |
| CCc1ccccc1NC(=O)Cn1c(N2CCN(c3ccccc3)CC2)nc(C)cc1=O | -9% | -2% | 3% | 5% | -12% | 13 | -7% |
| COc1ccc(C(=O)N2CC(Oc3ccc4c(c3)OCO4)C2)cc1 | i | -16% | 31%[activator] | / | ? | -6 | -9% |
| COc1ccc(Cl)cc1NC(=O)Cn1c(=O)n(CCC(=O)NCc2ccc3c(c2)OCO3)c(=O)c2ccccc21 | / | / | 0% | / | / | -3 | 13% |
| O=C(c1ccc2c(c1)OC(F)(F)O2)N1CC2(Cc3ccccc3NC2=O)C1 | -11% | -21% | -24% | / | ? | -6 | -20% |
| COC(=O)c1ccccc1NC(=O)c1nc(S(=O)(=O)Cc2cccc(C)c2)ncc1Cl | / | / | -8% | / | / | -8 | 11% |
| Cc1cc(C)cc(NC(=O)Cn2nc3n(c2=O)CCCCC3)c1 | 1% | i | ? | 5% | 14% | 9 | 7% |
| Cc1ccc(Cl)cc1NC(=O)c1oc2ccc(S(=O)(=O)N3CCC4(CC3)OCCO4)cc2c1C | / | / | 21% | / | / | 7 | 1% |
| COc1ccc(OC)c(CN2CCNc3cc(-c4ccccc4)ncc3C2)c1 | i | ? | 12%[87.6 µM] | 40µM* | 112µM* | -16 | ? |
| CC(C)c1ccc(NC(=O)Nc2csc3c2CCCC3)cc1 | / | / | 24% | / | / | 23 | ? |
| c1cc(N2CCCCC2)ccc1-c1n[nH]c(C2CCOC2)n1 (stereo not drawn) | i | ? | -40% | 6.3µM* | -11% | 2 | -10% |
| O=C(CC[C@@H]1CNC(=O)[C@@H]2C[C@H](NC(=O)Nc3ccsc3)CN12)NCc1ccccc1 | -15% | -29% | 16% | -9% | ? | 5 | 12% |

Source: PubChem BioAssay (National Center for Advancing Translational Sciences (NCATS))
